SUMO Mot1 rescue = inhibitors of SUMOylation pathway: yeast Mot1-301 growth rescue | S. cerevisiae Mot1-301 growth rescue, ATP luminescence, 38.5C; percent above DMSO median, 100 means doubled | growth rescue, % at 18.8 µM | 320,000 tested, 1% active | AID 2716;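 active means every valid replicate shows activation above 250% relative to neutral control wells; inactive means the rest, any valid replicate at or below 250%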;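 further: OY570 slx delta 5 strain wells were the positive control but not used for scaling; some compounds called inactive have numbers as strong as hits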
E coli growth = bacterial growth inhibition, counter-screen for AddAB inhibitors. E. coli V3065 growth, OD600 absorbance, 18 h. 330,000 tested, 0.27% active. inhibition, % at 11.9 µM;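 active means inhibition above the campaign's mean inhibition across all tested compounds plus 3 SD, cut at about 9.9% in these data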;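 further: uninfected addAB+ strain grown without phage in ampicillin broth; 0% = DMSO wells and 100% = ciprofloxacin 0.95 µg/ml wells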
HTR5A ag = HTR5A agonism, opioid heterodimer counter-screen | P47898 | activation, % at 9.3 µM | 340,000 tested, 0.61% active | HTR5A agonist assay, luminescence, cell-based; in the data active means activation mostly above about 9.5%, no sharp cut-off; inactive means mostly below about 7.6%;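 further: 0% = cells with vehicle only and 100% = reference agonist; strong numbers were not always called active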
Target sequence (P47898 whole entry, looked up): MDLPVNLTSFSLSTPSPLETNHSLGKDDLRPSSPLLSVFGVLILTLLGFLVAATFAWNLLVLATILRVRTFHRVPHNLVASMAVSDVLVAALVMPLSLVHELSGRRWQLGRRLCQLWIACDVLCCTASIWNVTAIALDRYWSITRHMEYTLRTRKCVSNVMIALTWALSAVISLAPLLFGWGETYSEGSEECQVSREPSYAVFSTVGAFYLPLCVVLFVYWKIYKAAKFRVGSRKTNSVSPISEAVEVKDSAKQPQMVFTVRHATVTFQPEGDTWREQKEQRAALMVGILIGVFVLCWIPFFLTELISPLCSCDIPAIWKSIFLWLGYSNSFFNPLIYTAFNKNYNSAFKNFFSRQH
DAGLB inh = blocks human DAGLB lipase activity; 340,000 tested, 0.059% active; HEK293T DAGLB membrane lysate, EnzChek fluorogenic substrate; inhibition, % at 5.17 µM; Q8NCG7; AID 504411; in the data active means inhibition above about 34%;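 further: 0% = enzyme with vehicle and 100% = wells lacking enzyme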
Target sequence (Q8NCG7 whole entry, looked up): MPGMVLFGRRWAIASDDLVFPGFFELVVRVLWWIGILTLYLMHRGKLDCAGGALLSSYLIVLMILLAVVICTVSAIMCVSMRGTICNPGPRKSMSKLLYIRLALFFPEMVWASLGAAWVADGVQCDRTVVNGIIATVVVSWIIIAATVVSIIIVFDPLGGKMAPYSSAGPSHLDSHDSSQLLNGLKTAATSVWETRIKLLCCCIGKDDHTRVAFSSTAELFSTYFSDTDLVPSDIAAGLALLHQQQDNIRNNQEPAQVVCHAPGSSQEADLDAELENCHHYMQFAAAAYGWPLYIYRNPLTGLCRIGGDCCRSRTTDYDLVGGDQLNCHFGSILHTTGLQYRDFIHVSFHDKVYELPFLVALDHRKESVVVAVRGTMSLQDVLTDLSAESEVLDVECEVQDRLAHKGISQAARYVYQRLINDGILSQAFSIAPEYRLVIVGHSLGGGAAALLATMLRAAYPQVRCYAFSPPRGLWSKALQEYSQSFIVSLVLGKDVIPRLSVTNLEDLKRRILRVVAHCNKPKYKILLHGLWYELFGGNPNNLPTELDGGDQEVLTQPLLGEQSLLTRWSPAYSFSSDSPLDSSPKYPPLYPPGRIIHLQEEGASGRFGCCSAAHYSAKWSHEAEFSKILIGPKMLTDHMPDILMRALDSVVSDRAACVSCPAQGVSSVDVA
phage Ecoli inh = E. coli growth loss with phage present; 360,000 tested, 0.26% active; growth absorbance; inhibition, % at 11.9 µM; in the data active means inhibition above about 11%
PKA-R2B activ = activates the human PKA-R2B holoenzyme complex; AID 504700; 340,000 tested, 0.079% active; activation, % at 11.4 µM; PKA-R2B holoenzyme dissociation, Cy5-IP20 fluorescence polarization; R2B truncated from residue 108, S112A mutant; 0% DMSO only, 100% 113 µM cGMP; P22694+P31323;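 active means activation above a cutoff set at the mean over all compounds plus 3 SD, cut at about 18% in these data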;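 further: higher means more holoenzyme dissociation and a rise in polarization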
CDK5 p35 inh = CDK5/p35 (human) kinase inhibition. 330,000 tested, 0.01% active. Q00535+Q15078. inhibition, % at 10 µM. Recombinant CDK5/p35, ADP-Glo luminescence, 60 min;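 active means highest replicate inhibition of at least 50% and at least 75% of replicates reaching 50%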;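 further: plate controls were DMSO neutral control for no effect and GW8510 at 10 µM for full effect; many of its hits are not listed in these tables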
PKA-R1A activ = activators of PKA-R1A complex; PKA-R1A dissociation, Cy5-IP20 fluorescence polarization; scaled: DMSO 0%, 113 µM cGMP 100%; activation, % at 11.4 µM; 340,000 tested, 0.083% active; AID 504707;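 active means percent activation above the mean of all tested compounds plus 3 SD, cut at about 19% in these data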;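 further: higher means more PKAc released from R1A so a rise in polarization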
HTR5A inv ag = counter-screen for OPRM1-OPRD1 inverse agonists: human HTR5A inverse agonism | P47898 | HTR5A cell line, luminescence | inhibition, % at 9.3 µM | 340,000 tested, 0.083% active | AID 504634; in the data active means inhibition mostly above about 23%, no sharp cut-off; inactive means mostly below about 18%;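 further: 0% = cells with DMSO and 100% = no-cell wells with DMSO; some compounds called inactive have numbers as strong as hits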
Tat transport = inhibitors of E. coli Tat protein transport. E. coli MC4100 TorA-mCherry Tat export, fluorescence. inhibition, % at 10 µM. 340,000 tested, 0.036% active;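 active means mean replicate inhibition at least 50% and at least half of replicates individually reaching 50%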;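 further: exported cargo escapes ClpAP degradation while cytoplasmic cargo is degraded and loses fluorescence; 0% = median of neutral control wells and 100% = median of NaSCN control wells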
AddAB inh = less growth of phage-infected E. coli with AddAB; AID 435030; 330,000 tested, 0.29% active; inhibition, % at 11.9 µM; E. coli expressing H. pylori AddAB, absorbance growth; in the data active means inhibition above about 12%;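 further: 0% = vehicle wells of infected cells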
Numbers without * were called inactive; nt = no result given.

SMILES	SUMO Mot1 rescue	E coli growth	HTR5A ag	DAGLB inh	phage Ecoli inh	PKA-R2B activ	CDK5 p35 inh	PKA-R1A activ	HTR5A inv ag	Tat transport	AddAB inh
CC(C)[C@H](NC(=O)c1ccc(F)cc1)C(=O)NC1=NCCS1	-6.9	1.3	2.6	-1.4	3.0	-1.4	2.3	-2.6	-6.7	-5.1	-2.1
OC[C@@H]1[C@@H](c2ccc(Cl)cc2)C(c2cccc(Cl)c2)=NN1c1ccccc1	nt	3.0	0.7	-1.3	3.1	-6.5	1.6	-6.3	-2.4	7.9	1.7
COc1ccccc1NC(=O)NCCN1CCN(C(=O)Nc2ccccc2OC)CC1	-2.5	-1.1	0.6	0.7	2.8	-6.3	0.4	-5.5	-1.6	-4.9	3.4
CCc1ccc2c(c1)C(=O)CCC2	nt	nt	4.6	-0.7	3.5	8.6	-0.8	-3.0	-19.0	-4.2	nt
COc1ccc(-n2nnnc2CNC(=O)C(=O)c2c[nH]c3ccccc23)cc1	-1.7	1.0	-0.2	-1.1	1.6	-0.7	-0.6	-4.3	0.6	9.4	-0.2
O=C(CCCC(=O)OCC(Cl)=C(Cl)Cl)Nc1cccc(F)c1	32.3	0.2	-1.7	-2.7	4.0	5.4	0.9	2.9	4.4	7.8	1.2
O=[N+]([O-])c1c(Nc2ccccn2)cc(Cl)c2nonc12	-24.1	0.8	0.9	-5.4	4.7	3.0	-0.8	3.9	-13.7	-5.8	2.9
CC1CCCN(C/C=C/c2ccccc2[N+](=O)[O-])C1 (stereo unspecified)	27.5	0.2	3.3	-1.6	2.7	1.9	0.4	-4.2	-23.4	5.0	0.7
Cc1c(NC(=O)c2ccc(S(=O)(=O)N3CCOCC3)cc2)c(=O)n(-c2ccccc2)n1C	nt	-3.1	0.4	-1.2	-0.7	-3.3	0.4	-2.8	-1.2	9.3	0.9
COc1cccc(CN2CC(C(=O)NC3CCC3)CCC2=O)c1 (stereo unspecified)	-25.5	2.3	-1.5	2.8	0.4	-3.2	-1.8	7.6	5.5	-0.9	4.7
COC(=O)C(C)(C)ONC(=O)Nc1ccc(Br)cc1	6.8	-1.2	0.9	-0.6	5.8	-5.2	-1.7	-5.9	-3.0	-6.4	0.7
COc1ccccc1NC(=O)Nc1ccc(NC(=O)c2ccccc2O)cc1	4.4	0.5	2.5	-4.1	4.3	-6.8	-0.9	1.6	-9.1	-1.8	4.0
CS(=O)(=O)N1CCN(C(=O)COc2ccccc2)CC1	-17.7	0.2	6.1	-0.9	4.2	-5.2	-2.6	10.8	10.2	-3.8	-0.6
C/C(=N\NC(=O)c1cc(Br)ccc1O)c1cccc(NC(=O)c2ccccc2F)c1	-0.5	1.6	5.6	7.5	1.2	7.1	1.4	4.4	-5.2	-6.3	3.3
CCOC(=O)C(NC(=O)C1C(C)N1S(=O)(=O)c1ccc(C)cc1)C(=O)OCC (stereo unspecified)	-20.1	2.4	-1.1	0.9	2.5	7.3	-2.4	0.8	2.9	-4.7	1.0
COCCNC(=O)c1ccc(CS(=O)(=O)c2ccccc2OC)o1	246.5	-3.2	0.9	-1.3	0.9	-3.0	-0.1	-17.1	-3.4	-8.1	0.0
CCc1ccc2[nH]c(=O)c(C(c3nnnn3CC3CCCO3)N3CCCc4ccccc43)cc2c1 (stereo unspecified)	-0.8	-0.6	2.5	3.2	1.1	-5.9	-1.8	-13.3	-2.8	-0.2	0.5
NC(=S)NNC(=O)c1cccc(Cl)c1	-12.5	3.4	-5.0	2.5	0.1	2.3	-9.1	-14.6	4.9	-5.8	0.5
O=[N+]([O-])c1ccccc1/C=N/N1CCN(c2ccc(Cl)cc2)CC1	10.9	-3.1	-0.3	-1.2	0.5	5.4	-0.8	-1.6	0.7	-4.9	1.2
CCCCn1nc(C(=O)Nc2nc3c(s2)CCCC3)c2ccccc2c1=O	449.4	-0.3	-2.1	-2.6	4.3	10.8	-1.1	-3.5	5.6	-1.0	-3.9
Cc1ccc(NC(=O)c2ccccc2F)cc1S(=O)(=O)N1CCCCCC1	8.5	7.7	8.8	-1.1	0.9	-12.9	1.5	-2.9	-16.3	12.2	6.9
Cc1ccc(C(=O)NCC(=O)OCC(=O)/C=C2\N(C)c3ccccc3C2(C)C)cc1C	-10.6	-2.5	-4.5	-7.2	4.2	1.0	-1.6	-6.9	12.1	0.4	0.7
CCCC1=NCCn2cccc21	-19.9	0.1	3.4	0.6	2.5	-4.3	-0.3	10.4	-9.4	-7.5	-3.7
CCOC(=O)c1ccccc1N=N/C(C(C)=O)=C(/C)O	8.0	3.1	1.6	-0.2	2.4	5.1	-0.5	7.4	13.5	-5.9	3.7
Cc1cccc(NC(=O)c2sc(Cl)nc2C)c1C	-1.6	2.2	-0.7	0.6	2.7	11.6	-1.4	-2.6	1.7	5.0	3.2
O=C(CCOc1ccccc1F)N1CCN(c2ccccc2O)CC1	-1.1	1.0	0.0	0.3	3.6	11.7	1.0	7.9	-2.7	3.7	3.1
O=C(CNC(=O)N1CC(=O)Nc2ccccc21)Nc1ccccc1F	-4.9	1.9	-3.1	-1.1	2.6	-0.2	-0.3	0.5	8.2	3.1	1.5
COc1ccc(CCn2c(=N)c(C(=O)NCCN3CCOCC3)cc3c(=O)n4ccccc4nc32)cc1OC	-16.3	0.1	-2.4	-0.4	2.1	-2.6	0.4	-11.0	4.1	-3.3	2.9
Cn1c(=O)c([N+](=O)[O-])c(-n2cnc3ccccc32)c2ccccc21	-4.1	0.9	nt	nt	0.4	nt	0.1	nt	nt	-6.6	-0.9
Cc1ccc(Cn2c(CCNc3nc(-c4ccc(Cl)c([N+](=O)[O-])c4)cs3)nc3cc(Cl)c(Cl)cc32)cc1	-13.9	-0.9	4.2	-3.2	1.1	5.0	0.2	8.1	-10.7	5.7	1.6
Brc1ccc(COn2ccnc2)cc1	nt	nt	-1.0	1.7	1.7	0.9	5.0	-15.9	2.4	-7.2	nt
C/C(=N\OC(=O)C1CC1)C1CC1c1ccc(F)cc1 (stereo unspecified)	-8.0	-1.4	-3.2	-3.9	5.4	2.2	0.9	1.9	3.8	-2.6	2.3
CC(C)(C)c1csc(NC(=O)c2ccncc2)n1	-12.8	0.6	-3.9	2.7	6.4	-11.4	-4.4	11.3	10.0	0.1	5.0
CC1(C)Cc2c(c(N3CCOCC3)nc3snc(N)c23)CO1	2.4	1.3	-3.1	-4.6	1.9	4.3	-1.2	-10.8	-4.3	-2.9	-1.0
Cc1nn(C(C)C(=O)NCCCN2CCCCCC2)c(=O)c2cc3sccc3n12 (stereo unspecified)	-5.5	0.5	-2.5	-1.4	-0.9	-8.1	-0.1	-13.9	5.8	-3.1	0.8
Cc1cc(C)nc(SCCn2c(N(C)Cc3ccccc3)nc3c2c(=O)n(C)c(=O)n3C)n1	-8.9	-0.5	-1.0	-1.5	nt	3.9	-1.0	-7.8	-3.9	-6.8	-1.6
O=C(Nc1cccnc1)c1ccc(Cl)c(S(=O)(=O)N2CCCCCC2)c1	-2.8	-4.0	3.2	-0.4	-1.2	4.1	2.6	-0.5	-0.2	1.6	-1.2
O=C(N/N=C/c1ccccc1Cl)c1ccncc1	-12.1	-2.0	-4.2	-3.5	1.9	-9.0	-0.2	-1.2	14.4	-8.8	1.6
Cc1ccc(CCC(=O)Nc2cc(Cl)ccc2Cl)o1	4.9	-2.3	-3.5	-5.0	-0.8	-3.8	-0.8	-0.6	12.9	-1.8	1.3
Cc1cc(=O)[nH]c(N/N=C/c2ccco2)n1	-16.4	-1.1	2.5	0.4	1.2	3.1	0.7	-0.1	-55.9	-6.6	2.2
COc1ccc(-n2c(SC)nc(O)c(Cc3ccccc3)c2=O)cc1	-16.4	-2.5	-2.4	1.4	2.8	-1.4	3.4	2.4	12.6	2.5	-0.8
C/C(=N/NC(=O)c1cc2ccccc2cc1O)c1ccco1	7.5	1.3	10.7	-1.4	0.0	0.3	1.6	2.1	-27.3	-13.2	0.3
Cc1ccccc1CN1CCCOCCS1(=O)=O	-6.2	-0.9	-4.0	-4.7	1.1	-3.9	1.3	0.7	10.1	-0.8	4.4
COc1ccc2cnn(-c3ccc(C)cc3)c(=O)c2c1OC	2.5	1.2	10.0	0.0	2.3	-1.9	-7.1	-15.9	-25.0	16.3	4.7
Cc1cc(S(=O)(=O)N2CCCC(N(C)CCc3ccccn3)C2)c(C)cc1Cl (stereo unspecified)	nt	2.4	-1.8	0.6	-0.5	-3.1	-2.7	-13.2	7.3	-4.2	4.7
CCC(=O)/C=C1/Sc2ccccc2N1CC	5.8	0.7	-0.4	2.7	1.1	1.4	2.4	3.0	11.4	-2.5	3.8
Cc1cccc(N(Cc2ccccc2)C(=O)CN2C(=O)NC3(CCCCC3C)C2=O)c1 (stereo unspecified)	52.1	-4.9	2.6	-1.4	-1.4	-8.1	1.9	-10.0	24.1	5.6	-0.1
CC(CCc1ccccc1)NC(=O)c1ccccc1 (stereo unspecified)	2.2	1.0	3.1	-1.6	0.5	-8.8	-0.5	-0.6	2.1	2.4	2.7
COc1cc(C2NC(=O)NC(C)=C2C(=O)OC2CCCC(C)C2)cc(Br)c1O (stereo unspecified)	16.2	-1.2	5.9	2.8	2.8	-5.7	-0.4	1.6	-16.3	5.3	0.5
CC(=O)c1c(COC(=O)c2ccncc2)nc2ccccc2[n+]1[O-]	10.0	2.8	4.3	-1.7	2.2	5.8	-0.8	-7.2	-10.8	-0.6	4.3
CCOc1cc(NC(=O)c2ccccc2[N+](=O)[O-])c(OCC)cc1NC(=O)CC(C)C	-6.1	2.0	-6.9	4.5	2.6	-4.0	0.6	-9.7	16.0	-6.5	0.9
Cc1ccc2cc(CCNC(=O)c3ccc(S(=O)(=O)N4CCOCC4)cc3)c(=O)[nH]c2c1C	-12.4	0.2	-0.7	-0.9	-0.3	-5.8	-4.4	-6.2	1.8	0.0	2.8
Cn1nc(-c2ccc(C(=O)O)cc2)c2ccccc2c1=O	-1.5	0.2	7.7	1.0	2.0	2.6	3.0	3.0	-21.2	-0.8	3.1
CN(CC(=O)Nc1ccc(F)cc1)C(=O)COc1ccc(C(=O)c2ccccc2)cc1	-6.8	0.0	3.5	-2.0	6.4	6.7	0.9	-1.7	-16.2	-8.5	0.3
CCc1cccc(NC(=O)CCc2c(C)nn(-c3ccc(N4CCCCC4)nn3)c2C)c1	51.7	-0.3	-0.1	-3.5	3.3	-6.7	-0.2	-9.2	-21.9	-6.6	4.4
CC(C)OC(=O)CSc1nnc(CNc2ccc(Cl)cc2)n1C	-2.5	0.6	-1.3	-1.2	5.6	-14.7	0.1	-9.9	3.4	-6.3	1.5
COc1ccc(C(=O)Oc2cc3c4c(c2)C(C)=CC(C)(C)N4C(=O)C3=O)cc1OC	13.2	-1.9	-1.4	-1.6	-0.5	1.2	0.9	1.6	-12.2	-4.5	1.8

Assay outcomes (PubChem BioAssay)
